From PubChem
NF-kB expr up – compounds increasing NF-kB expression in human neuronal cells. NF-kB reporter expression; active compounds read high. fold change at 12.5 µM. 1.6% of 190,000 active; in the data active means fold change above about 3.3
STAT1 act – STAT1 signaling activation. NIH 3T3 STAT1-luciferase reporter, IFN-gamma, luminescence; 100% = IFN-gamma alone, no compound. activation (% of control), % at 5.5 µM. 2.6% of 200,000 active. AID 932;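 active means activation above the screen-wide mean activation plus 3 SD, cut at about 130% in these data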;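 further: raw ratio to IFN-gamma control signal so 100% means no change and 0% no light; values of inactives mirror those of a sister screen read the other way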
TLR4 MyD88 comp – TLR4-MyD88 interaction inhibition in cells. O00206+Q99836. HeLa CL3-4 TLR4/MyD88 BLA complementation, FRET ratio. inhibition, % at 8.4 µM. 0.18% of 200,000 active; in the data active means inhibition above about 25%;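 further: 0% = vehicle and 100% = reference inhibitor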
Target sequence (O00206 whole entry, looked up): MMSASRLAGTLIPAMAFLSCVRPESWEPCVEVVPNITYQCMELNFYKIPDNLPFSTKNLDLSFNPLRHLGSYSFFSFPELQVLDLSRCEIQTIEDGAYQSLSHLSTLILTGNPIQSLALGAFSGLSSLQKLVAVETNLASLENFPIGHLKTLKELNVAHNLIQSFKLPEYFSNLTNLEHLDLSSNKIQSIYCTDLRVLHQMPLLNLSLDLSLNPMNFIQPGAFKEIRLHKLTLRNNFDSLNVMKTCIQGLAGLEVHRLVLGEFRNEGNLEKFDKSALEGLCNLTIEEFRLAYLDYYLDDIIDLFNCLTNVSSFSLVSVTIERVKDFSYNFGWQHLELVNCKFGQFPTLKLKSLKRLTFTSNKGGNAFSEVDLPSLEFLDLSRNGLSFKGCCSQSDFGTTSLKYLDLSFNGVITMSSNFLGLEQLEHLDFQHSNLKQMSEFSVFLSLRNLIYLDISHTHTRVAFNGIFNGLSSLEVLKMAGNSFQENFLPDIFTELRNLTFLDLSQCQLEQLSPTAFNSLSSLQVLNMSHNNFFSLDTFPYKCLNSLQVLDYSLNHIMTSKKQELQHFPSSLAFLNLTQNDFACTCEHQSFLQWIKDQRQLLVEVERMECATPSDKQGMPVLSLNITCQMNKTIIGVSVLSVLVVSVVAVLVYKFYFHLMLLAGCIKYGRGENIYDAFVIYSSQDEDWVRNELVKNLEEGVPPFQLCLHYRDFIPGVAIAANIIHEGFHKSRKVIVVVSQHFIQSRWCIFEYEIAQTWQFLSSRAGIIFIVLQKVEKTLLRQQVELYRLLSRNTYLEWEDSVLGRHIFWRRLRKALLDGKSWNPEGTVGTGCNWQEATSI
Target sequence (Q99836 whole entry, looked up): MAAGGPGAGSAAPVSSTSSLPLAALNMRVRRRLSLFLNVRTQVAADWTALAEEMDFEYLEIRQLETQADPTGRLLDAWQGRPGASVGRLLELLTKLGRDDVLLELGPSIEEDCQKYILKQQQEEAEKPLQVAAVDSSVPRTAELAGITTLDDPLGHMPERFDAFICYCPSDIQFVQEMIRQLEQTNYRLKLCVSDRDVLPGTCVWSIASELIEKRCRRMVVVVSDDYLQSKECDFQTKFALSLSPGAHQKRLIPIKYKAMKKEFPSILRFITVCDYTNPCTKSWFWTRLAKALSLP
STAT3 blocker – reduces IL-6 driven STAT3 reporter signal; U3A cells, IL-6 STAT3-luciferase reporter, luminescence; host cell line lacks STAT1; inhibition, % at 5.5 µM; 0.89% of 190,000 active; AID 862;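 active means inhibition above the mean inhibition across all screened compounds plus 3 SD, cut at about 44% in these data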;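 further: 0% = DMSO only wells and 100% = 100 µM nifuroxazide control wells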
Redox H2O2 prof – compounds producing H2O2 with reducing agent – biochemical, NIH compound library profiling, artefact control for MLSCN library redox annotation, primary screen | DTT-dependent redox cycling H2O2, phenol red/HRP absorbance; 100% = 100 µM peroxide control, 0% = buffer | activation, % at 10 µM | 0.03% of 200,000 active | AID 878;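 active means activation of at least 50% relative to the plate's high and low controls in the primary single-dose screen; inactive means activation below 50%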;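 further: compound incubated with DTT at 0.8 mM final as the reducing agent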
HMGR II inh – inhibitors of class II HMG-CoA reductase from Enterococcus faecalis. purified E. faecalis HMGR, NADPH absorbance 340 nm kinetic. inhibition, % at 10 µM. 0.41% of 190,000 active;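 active means inhibition above a set limit, the median over all tested compounds plus 3 SD, cut at about 9.5% in these data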;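 further: enzyme runs in reverse so mevalonate oxidation gives rising NADPH absorbance; 0% = complete reaction with DMSO and 100% = background rate lacking mevalonate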
STAT1 blocker – STAT1 signaling inhibition; NIH 3T3 STAT1-luciferase reporter, IFN-gamma, luminescence; inhibition, % at 5.5 µM; 0.35% of 200,000 active;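 active means inhibition above a set limit, the mean inhibition across all tested compounds plus 3 SD, cut at about 34% in these data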;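 further: 0% = IFN-gamma with DMSO and 100% = IFN-gamma with 300 µM nifuroxazide; values of inactives mirror those of a sister screen read the other way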
Hsp70 act – transcriptional activators of Hsp70; HeLa Hsp70 promoter luciferase reporter, luminescence; scaled: vehicle 0, proteasome-inhibitor control 100%; activation, % at 10 µM; 0.04% of 200,000 active;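 active means activation above the mean across all tested compounds plus 3 SD, cutoff set per campaign, cut at about 5.5% in these data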;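 further: 100% = MG132 at 30 µM as the positive control and 0% = DMSO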
APP 5'UTR act – APP 5'UTR luciferase reporter activation | SH-SY5Y APP 5'UTR luciferase reporter, luminescence; zero percent = DMSO vehicle wells | activation, % at 2 µM | 1% of 190,000 active | AID 1276;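 active means activation above a set limit, based on mean plus 3 SD of controls, cut at about 140% in these data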; further: values of inactives mirror those of a sister screen read the other way
STAT3 act – activators of IL-6 induced STAT3 signaling. U3A cells, IL-6 STAT3-luciferase reporter, luminescence; 100% = signal with IL-6 EC80 alone. activation (% of control), % at 5.6 µM. 0.91% of 190,000 active. AID 871;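 active means activation above the screen-wide mean of compound activation plus 3 SD, cut at about 130% in these data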;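 further: 0% = background luminescence of wells with medium and substrate only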
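Material: STAT1-lacking human U3A cells, STAT3 luciferase reporter | Benchmarks: IL-6-only wells as 100% reference | Probe or stimulus: IL-6 (33 ng/mL) | Timing: Compound 1 h, then IL-6 6 h at 37 °C | Detection: Luminescence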
The depositor's hits bear a star; . = not tested or not shown.

Assay codes – A = NF-kB expr up; B = STAT1 act; C = TLR4 MyD88 comp; D = STAT3 blocker; E = Redox H2O2 prof; F = HMGR II inh; G = STAT1 blocker; H = Hsp70 act; I = APP 5'UTR act; J = STAT3 act
> Cc1[nH]nc2c1C1(CCC(c3ccccc3)CC1)C(C#N)=C(N)O2 (configuration not stated)
  A = 0.75; B = 99.1; C = -16.6; D = 14.0; E = 0.0; F = .; G = 1.0; H = -0.2; I = 9.3; J = 90.6
> CCCCC1(CC)C(=O)NC(=O)NC1=Nc1ccc(OC)cc1 (configuration not stated)
  A = 1.26; B = 108.9; C = -1.8; D = -2.3; E = 8.0; F = -0.3; G = -9.7; H = 0.3; I = 16.6; J = 104.3
> CC1(C(=O)O)CC(C)(C(=O)O)CC(C)(C(=O)O)C1 (configuration not stated)
  A = 1.12; B = 95.7; C = -5.3; D = -3.3; E = 0.0; F = 0.5; G = 4.4; H = -0.5; I = 9.0; J = 104.0
> O=C(O)c1cccc(NC(=S)NC(NC(=O)c2ccccc2[N+](=O)[O-])C(Cl)(Cl)Cl)c1 (configuration not stated)
  A = 1.42; B = 95.0; C = 14.3; D = 2.9; E = -0.2; F = -1.0; G = 2.6; H = 0.0; I = -5.1; J = 101.7
> Nn1c(CN2CCCCC2)nc2ccccc2c1=O
  A = 2.15; B = 92.7; C = 1.5; D = 11.5; E = 1.4; F = -2.7; G = 7.9; H = 0.1; I = 13.7; J = 94.0
> CCC(=O)Oc1ccc(-c2nc(-c3cccnc3)no2)cc1
  A = 2.77; B = 117.9; C = 8.2; D = 45.9*; E = -0.1; F = -0.1; G = -19.5; H = 0.3; I = 82.1; J = 62.0
> Cc1ccc(-c2nnn3c2nc(Cl)c2ccccc23)cc1
  A = 1.3; B = 88.7; C = 24.0; D = -41.4; E = -0.2; F = -0.2; G = 10.3; H = -0.2; I = 14.6; J = 147.3*
> O=C(Nc1ccc(Cl)cc1)C1C2CCC3C(CCC21)C3(Cl)Cl (configuration not stated)
  A = 1.17; B = 111.8; C = -11.9; D = 20.4; E = 0.8; F = -0.9; G = -12.9; H = -0.4; I = 11.0; J = 84.0
> Cc1ccc(C(=O)N2CCN(C(=O)c3ccccc3)C2c2ccc(N(C)C)cc2)cc1 (configuration not stated)
  A = 1.22; B = 105.1; C = -18.4; D = -2.5; E = -0.3; F = 1.5; G = -5.8; H = -0.1; I = -7.6; J = 104.5
> COc1ccccc1Oc1ccc(NC(=O)c2ccc(Cl)cc2)cc1
  A = 1.08; B = 110.5; C = -5.8; D = 35.9; E = 0.1; F = 3.5; G = -13.7; H = -0.1; I = 8.6; J = 74.0
> COc1ccc(/C=N/NC(=O)c2ccncc2)cc1Cn1nc([N+](=O)[O-])c(Br)c1C
  A = 1.25; B = 97.4; C = 5.7; D = 2.1; E = -0.3; F = -2.7; G = 2.1; H = -0.2; I = 9.5; J = 109.5
> Cc1cc2ncn(C3CC(=O)N(Cc4ccccc4)C3=O)c2cc1C (configuration not stated)
  A = 1.01; B = 95.9; C = 3.4; D = 9.7; E = 0.6; F = -3.7; G = 2.7; H = -0.4; I = 13.9; J = 94.4
> C=CCOc1c2ccc(C(=O)NCCc3ccc(C)cc3)cc2nn1C
  A = 1.17; B = 98.6; C = 1.5; D = 0.7; E = -4.2; F = -2.8; G = 1.5; H = 0.1; I = 5.2; J = 103.5
> Cc1ccc(-c2n[nH]c(=S)n2/N=C\c2ccco2)cc1
  A = 1.04; B = 99.8; C = 3.4; D = -0.7; E = 0.5; F = 2.0; G = 0.2; H = 0.0; I = -7.3; J = 102.5
> O=C(CCn1c(=O)oc2ccccc21)N1CCN(c2ccc(F)cc2)CC1
  A = 0.93; B = 99.9; C = -4.0; D = 1.9; E = -0.1; F = -4.5; G = 1.1; H = -0.1; I = -7.0; J = 98.6
> Cc1ccc(C(=O)NCCSCc2ccc(Cl)cc2Cl)cc1[N+](=O)[O-]
  A = 1.07; B = 103.1; C = -3.8; D = 4.7; E = 1.5; F = -1.6; G = -3.4; H = -0.4; I = 7.3; J = 99.0
> COc1ccc(NC(=O)c2ccc(-c3ccccc3)cc2)cc1NS(=O)(=O)c1ccc(F)cc1
  A = 0.56; B = 94.6; C = -1.9; D = 1.5; E = 0.3; F = -4.0; G = 6.1; H = -0.1; I = 2.4; J = 96.7
> Cc1cc([N+](=O)[O-])ccc1NC(=O)Nc1ccccc1F
  A = 1.03; B = 93.2; C = -14.6; D = 34.8; E = -0.2; F = -1.7; G = 4.3; H = -0.1; I = -7.4; J = 74.5
> CC1CCCN(C(=O)C2CCN(S(=O)(=O)c3cccc4cccnc34)CC2)C1 (configuration not stated)
  A = 0.8; B = 103.2; C = -7.9; D = 2.7; E = -0.5; F = 0.7; G = -3.5; H = -0.3; I = -8.5; J = 102.1
> Cc1ccc2c([N+](=O)[O-])c(C)ccc2n1
  A = 1.22; B = 101.4; C = 1.6; D = 7.9; E = 3.6; F = 0.1; G = -1.5; H = -0.2; I = -13.3; J = 98.5
> CCn1nnnc1SCC(=O)c1ccc(C)cc1C
  A = 3.65*; B = 144.7*; C = 4.7; D = 14.5; E = -1.4; F = -0.3; G = -36.5; H = 0.1; I = 120.9; J = 89.6
> CCc1nnc(NC(=O)C2c3ccccc3Oc3ccccc32)s1
  A = 0.72; B = 98.5; C = 3.0; D = 13.8; E = 0.5; F = 0.2; G = 1.6; H = -0.3; I = 18.9; J = 90.2
> CC1=C(C(=O)OC(C)C)C(c2ccccc2)NC(=S)N1C (configuration not stated)
  A = 1.02; B = 97.6; C = -6.2; D = 2.3; E = -0.1; F = -1.1; G = 2.8; H = -0.2; I = 5.2; J = 98.2
> Cc1c(Cl)cccc1NC(=O)COC(=O)CCc1nc2ccccc2n1-c1ccccc1
  A = 1.15; B = 104.4; C = 6.0; D = -12.0; E = 0.5; F = -10.5; G = -4.8; H = -0.2; I = 0.0; J = 106.0
> O=C(COC(=O)COc1ccccc1)Nc1cccc([N+](=O)[O-])c1
  A = 1.06; B = 91.7; C = -5.6; D = 7.7; E = -0.2; F = -2.1; G = 9.0; H = -0.1; I = -1.7; J = 100.6

Single records, as listed above:
O=C(Nc1ccc(Cl)cc1)C1C2CCC3C(CCC21)C3(Cl)Cl (configuration not stated) in the list: NF-kB expr up: 1.17; STAT1 act: 111.8; TLR4 MyD88 comp: -11.9; STAT3 blocker: 20.4; Redox H2O2 prof: 0.8; HMGR II inh: -0.9; STAT1 blocker: -12.9; Hsp70 act: -0.4; APP 5'UTR act: 11.0; STAT3 act: 84.0
CC1(C(=O)O)CC(C)(C(=O)O)CC(C)(C(=O)O)C1 (configuration not stated) in the list: NF-kB expr up: 1.12; STAT1 act: 95.7; TLR4 MyD88 comp: -5.3; STAT3 blocker: -3.3; Redox H2O2 prof: 0.0; HMGR II inh: 0.5; STAT1 blocker: 4.4; Hsp70 act: -0.5; APP 5'UTR act: 9.0; STAT3 act: 104.0

(next part)
Assay codes – A = NF-kB expr up; B = STAT1 act; C = TLR4 MyD88 comp; D = STAT3 blocker; E = Redox H2O2 prof; F = HMGR II inh; G = STAT1 blocker; H = Hsp70 act; I = APP 5'UTR act; J = STAT3 act
> CC1CCCCN1CCNC(=O)Cn1nc(-c2ccccc2)ccc1=O (configuration not stated)
  A = 1.12; B = 115.2; C = 0.1; D = 5.7; E = -0.1; F = -4.5; G = -18.4; H = -0.3; I = -2.6; J = 98.9
> COc1ccc(N2C(=O)c3cccc4cc(Br)cc(c34)C2=O)cc1
  A = 1.06; B = 98.2; C = -0.4; D = 14.2; E = 1.0; F = -7.2; G = 0.6; H = -0.3; I = -12.6; J = 94.3
> COc1ccc(Cn2nnnc2C(c2cc3cccc(C)c3[nH]c2=O)N2CCOCC2)cc1 (configuration not stated)
  A = 0.9; B = 98.4; C = 4.3; D = 6.3; E = 2.6; F = 1.8; G = 1.7; H = -0.4; I = 5.9; J = 103.1
> O=S(=O)(NCc1csc(-c2cccnc2)n1)c1cccs1
  A = 0.8; B = 107.1; C = 4.1; D = -0.2; E = -0.6; F = -6.4; G = -6.7; H = -0.3; I = -24.6; J = 100.3
> O=c1[nH]c2ccc(Br)cc2c(-c2ccccc2)c1CN1CCOCC1
  A = 1.19; B = 105.0; C = -3.9; D = 12.9; E = 0.8; F = -3.2; G = -5.5; H = -0.1; I = -14.0; J = 96.5
> COc1cc(NC2c3ccccc3C(=O)N2Cc2ccc3c(c2)OCO3)cc(OC)c1OC (configuration not stated)
  A = 0.97; B = 99.8; C = 4.6; D = 2.6; E = -1.1; F = -11.6; G = 0.3; H = -0.2; I = -9.5; J = 101.8
> COc1cc(NC(=O)Cc2ccccc2OC)cc(OC)c1
  A = 0.91; B = 98.9; C = 0.1; D = 14.9; E = 0.2; F = -1.9; G = -0.6; H = -0.1; I = 4.9; J = 90.6
> CCN1CCN(CCCOc2ccc(-c3ccccc3)cc2)CC1
  A = 1.26; B = 106.1; C = 7.8; D = -5.1; E = 1.1; F = -1.9; G = -6.5; H = 0.2; I = 24.9; J = 105.8
> Cc1ccc2[nH]c(CN3CCC(CO)(CC4CCCCO4)CC3)c(C)c2c1 (configuration not stated)
  A = 0.82; B = 100.4; C = 8.1; D = -4.9; E = -1.4; F = 1.0; G = -1.3; H = -0.1; I = 2.5; J = 115.8
> COC(=O)c1ccccc1Oc1c(F)c(F)nc(N2CCOCC2)c1F
  A = 1.07; B = 104.3; C = -9.6; D = -4.3; E = 1.0; F = -7.2; G = -4.7; H = -0.1; I = -4.0; J = 108.0
> C=CCN(c1cccc(C(F)(F)F)c1)S(=O)(=O)c1cccc(C(=O)OCC(=O)Nc2ccccc2)c1
  A = 1.21; B = 88.0; C = 3.3; D = 16.9; E = -1.0; F = -3.8; G = 13.5; H = -0.2; I = 24.4; J = 87.3
> CC1Cc2ccccc2N1C(=O)COC(=O)c1ccc(Br)o1 (configuration not stated)
  A = 1.22; B = 100.5; C = 6.3; D = 4.6; E = -0.9; F = 2.9; G = -2.0; H = -0.6; I = -5.5; J = 100.0
> CCOc1ccc(C(=O)N2CCCCCC2)cc1
  A = 1.24; B = 104.4; C = -5.8; D = 10.4; E = 0.2; F = -3.9; G = -4.8; H = -0.3; I = 11.9; J = 94.5
> O=C(Nc1ccc(-c2nc3ccccc3o2)cc1)c1ccc(N2C(=O)C3C4C=CC(C4)C3C2=O)cc1 (configuration not stated)
  A = 1.13; B = 91.0; C = 7.5; D = 74.4*; E = 0.2; F = -6.2; G = 6.6; H = -0.2; I = .; J = 37.8
> C[C@H](NC(=O)C1(c2ccccc2)CCN(C(=O)[C@H]2CSCN2C(=O)OC(C)(C)C)CC1)C(=O)O
  A = 1.03; B = 101.3; C = 2.4; D = 10.8; E = -0.5; F = 0.4; G = -1.5; H = -0.5; I = -2.7; J = 95.3
> Cc1ccc(C)c(NC(=S)N2CCN(CCO)CC2)c1
  A = 1.29; B = 90.7; C = 4.8; D = 8.7; E = .; F = 0.6; G = 10.4; H = -0.2; I = -13.5; J = 92.6
> CCN1CCN(C(c2cc3cccc(C)c3[nH]c2=O)c2nnnn2Cc2ccccc2)CC1 (configuration not stated)
  A = 0.92; B = 98.3; C = -5.8; D = 9.9; E = -0.5; F = -1.2; G = 2.4; H = -0.2; I = 29.0; J = 96.9
> COc1ccc(Nc2ncc(F)c(N3CCOCC3)n2)cc1
  A = 3.96*; B = 110.5; C = -9.4; D = 50.7*; E = 1.0; F = -0.2; G = -14.1; H = 0.1; I = 152.7*; J = 58.7

Compounds as they come; any-hit rate near 5.6%.
